Screening data: PubChem, Emory University Molecular Libraries Screening Center
EP2 mod = EP2 receptor modulators, cAMP readout, primary screen, cell-based, HTRF cAMP, PGE2 stimulation | EP2-expressing cells, cAMP HTRF FRET, PGE2 co-stimulation | actives 0.83% (n = 260,000) | induction, % at 25 µM | Prostaglandin E2 receptor EP2 subtype (Homo sapiens), P43116 | AID 940, 2007;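 active = compounds whose cAMP rise, as percent of the full-agonist control response, exceeds 60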;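 also: rat C6 glioma line stably carrying human EP2 under a CMV promoter; the protocol text gives 20 µM as final concentration; 100% = response of wells given 1 µM PGE2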
Target sequence (P43116 whole entry, looked up): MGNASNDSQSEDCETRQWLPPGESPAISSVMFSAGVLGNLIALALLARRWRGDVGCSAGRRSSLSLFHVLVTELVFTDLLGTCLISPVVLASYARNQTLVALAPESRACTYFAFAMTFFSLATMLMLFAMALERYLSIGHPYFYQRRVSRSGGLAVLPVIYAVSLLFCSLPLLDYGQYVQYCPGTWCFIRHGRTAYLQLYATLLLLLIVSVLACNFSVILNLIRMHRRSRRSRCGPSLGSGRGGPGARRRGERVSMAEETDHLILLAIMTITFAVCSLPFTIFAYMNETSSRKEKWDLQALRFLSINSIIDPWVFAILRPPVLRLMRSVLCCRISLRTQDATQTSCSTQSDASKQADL
* = called active by the depositor.

EP2 mod | SMILES
-12 | CCOC(=O)Cn1ncc2c3sc(C)cc3n(CC)c2c1=O
-17 | Cc1nc(NC2CCN(C(=O)C(C)(C)c3ccc(Cl)cc3)CC2)[nH]c(=O)c1C
-36 | CCn1c2cc(C)sc2c2cnn(CC(=O)N3CCCCCC3)c(=O)c21
-28 | CC(C)[C@H]1CN(Cc2ccccc2F)CCN1C(=O)c1cnn2cccnc12
-7 | CC(=O)NC1(c2ccc(F)cc2)CCN(CC(=O)Nc2c(C)n[nH]c2C)CC1
8 | COc1ccc2cc(C(=O)N3CCC(C(=O)c4nccs4)CC3)[nH]c2c1
4 | CN1c2ncccc2C(=O)NC12CCN(C(=O)c1cccs1)CC2
-41 | C=CCn1c(N2CCC(C(=O)NC(C)c3cccs3)CC2)nc2ccccc21 (stereo unspecified)
-18 | C=CCn1c(N2CCC(C(=O)NC(C)C)CC2)nc2ccccc21
12 | COc1ccccc1-c1nc(C(N)=O)c2[nH]c(=O)n(C3CCCCC3)c2n1
-2 | CCCn1ncc(C)c1NC(=O)Cn1c(=O)n(Cc2cccs2)c2ncccc21
15 | Cc1nc(C)n(C(C)CC(=O)N2CCC3(CC2)NC(=O)c2cccnc2N3C)n1 (stereo unspecified)
15 | CCn1c2cc(C)sc2c2cnn(CC(=O)Nc3ccccc3-c3ccccc3)c(=O)c21
-5 | c1cc(C2CCCN(c3c4c(nc5ncnn35)CCC4)C2)n2ncnc2n1 (stereo unspecified)
-100 | CN(C)c1cccc(C(=O)N2CCC(C(=O)c3nc4ccccc4s3)CC2)c1
18 | COc1cccc(Cn2c3cc(C)sc3c3cnn(CC(=O)N4CCCC4)c(=O)c32)c1
-21 | Cc1nn(CC(=O)N(C)CCCc2ccco2)c(=O)c2cc3occc3n12
-29 | CCN(CC)C(=O)N1CCC(c2ccncc2)CC1
-48 | CC(C(=O)N1CCCC(n2nc(-c3cccs3)ccc2=O)C1)c1ccccc1 (stereo unspecified)
-29 | CCc1nn(CC(=O)N2CCOCC2)c(=O)c2cc3ccsc3n12
-30 | CCn1c2cc(C)sc2c2cnn(CC(=O)NCc3cccc(OC)c3)c(=O)c21
-24 | CCn1ncc(C(=O)N2C[C@H](C(=O)O)[C@@H](c3ccc(F)cc3)C2)c1C
-51 | CC1CCN(c2nc3c(c(=O)[nH]2)CCN(Cc2ccnc4ccccc24)C3)CC1
12 | COc1ccc(OC)c(CC(=O)N2CCCC(c3[nH]ncc3-c3cc(C)no3)C2)c1 (stereo unspecified)
-33 | Cc1cc(CN2CCc3c(nc(N4CCCC4)[nH]c3=O)C2)c(C)n1-c1cccnc1
0 | COc1ccc(CN2CCc3c(nc(N4CC(C)OC(C)C4)[nH]c3=O)C2)cc1OC (stereo unspecified)
-30 | COc1ccc(NC(=O)N2C3CCC2CC(O)(c2nccn2C)C3)cc1 (stereo unspecified)
-11 | Cc1nn(CC(=O)N2CCC(C)CC2)c(=O)c2cc3sccc3n12
-34 | COc1ccc(-c2nc3n(c2NC(C)(C)C)CCN(C(=O)C(C)C)C3)cc1OC
-48 | CN1[C@@H](C(=O)NCCc2ccccc2)C[C@@H](c2ccc(F)cc2)NS1(=O)=O
-9 | O=C(CN1CCC(O)(c2ccccn2)CC1)Nc1ccccc1-c1ccccc1
-66 | COc1ccc(-c2nc3cnccn3c2NC2CCCCC2)c(OC)c1
4 | CC(C)(C)C(=O)CN1CCC2(CC1)NC(=O)c1ccccc1O2
9 | CC1CCN(C(=O)CN2CCC(n3cnc4cccnc43)CC2)CC1
21 | CC(C)[C@H]1CN(Cc2ccccc2F)CCN1C(=O)Cn1ncc2ccccc2c1=O
5 | COCC(=O)N1CCC(Cn2nc(-c3ccc(OC)cc3)ccc2=O)CC1
-28 | Cc1nc(C)n(CCC(=O)N2CCN(Cc3ccccc3F)C[C@@H]2C(C)C)n1
-24 | Cc1nc(CC(=O)N2CCC(c3ccncc3)CC2)c(-c2ccccc2)s1
-5 | COc1ccc(/C=C/CN2CCc3c(nc(N4CC(C)OC(C)C4)[nH]c3=O)C2)cc1 (stereo unspecified)
-22 | Cc1cccc(CN2CCc3c(nc(N4CCCCC4C)[nH]c3=O)C2)n1 (stereo unspecified)
-23 | CC(C)N(C(=O)CN1C(=O)C2CCCN2S(=O)(=O)c2ccccc21)C(C)C (stereo unspecified)
-22 | Oc1ccc(-c2nc3cnccn3c2NC2CCCCC2)c(O)c1
-39 | Cc1ccc(-c2nnn(C3CCN(C(=O)c4cnccn4)CC3)n2)cc1
-17 | Cc1ncsc1C(=O)N1CCN(Cc2ccccc2F)C[C@@H]1C(C)C
-40 | COc1ccc(-c2ccc(=O)n(CC3CCN(C(=O)CCc4ccccc4)CC3)n2)cc1
-35 | O=C(c1c(F)cccc1F)N1CCC(Cn2nc(-c3ccc(F)cc3)ccc2=O)CC1
11 | CS(=O)(=O)c1cncnc1C1CCCN(C(=O)N2CCCC2)C1 (stereo unspecified)
-38 | O=C(Cc1ccc2c(c1)OCO2)N1CCC(c2ccncc2)CC1
8 | O=C1CCCN1CC(=O)N1CCCC(n2nc(-c3cccs3)ccc2=O)C1 (stereo unspecified)
7 | Cc1cc(=O)[nH]c(N2CCN(C(=O)c3ccc(F)c(F)c3)CC2)n1

Remaining list, next part
EP2 mod | SMILES
-54 | Cc1ccc2cc3c(nc2c1C)OC(C)C(=O)N(Cc1cccnc1)C3 (stereo unspecified)
-37 | CC(C)(C)C(=O)N1CCC(n2nnc3cccnc32)CC1
-37 | Cc1ccnn1CCC(=O)N1CCCC(n2nc(-c3cccs3)ccc2=O)C1 (stereo unspecified)
-31 | O=C(Cc1ccccc1F)N1CCCC1c1nc2ccccc2[nH]1 (stereo unspecified)
-31 | O=c1[nH]c(N2CCCC2)nc2c1CCN(Cc1ccc(F)cc1)C2
-34 | O=C(Cc1cccc(F)c1)N1CCC(n2nc(-c3ccco3)ccc2=O)CC1
-41 | C[C@@H]1CN(Cc2ccco2)CCN1C(=O)c1cnccn1
4 | CCc1nn(CC(=O)OC(C)C)c(=O)c2cc3sccc3n12
-58 | CCn1c2cc(C)oc2c2cnn(CC(=O)NC(C)c3ccccn3)c(=O)c21 (stereo unspecified)
8 | Cc1cc2c(s1)c1cnn(CC(=O)N3CCCCC3)c(=O)c1n2Cc1ccc(F)cc1
1 | C=COCCNC(=O)Cn1ncc2c3oc(C)cc3n(C(C)C)c2c1=O
50 | COc1ccc2c(c1)cc(C)c1nn(CC(=O)NC3CC3)c(=O)n12
-22 | COc1cc(C(=O)N2CCCCC2c2nc3ccccc3[nH]2)cc(OC)c1OC (stereo unspecified)
25 | COc1ccc(CC(=O)N2CCCC(c3ncncc3-c3cc(C)no3)C2)cc1 (stereo unspecified)
-21 | O=C(c1ccc(CN2CCCCC2)o1)N1CCC(c2[nH]ncc2-c2ccncc2)CC1
-48 | COc1cccc(CN2CCN(C(=O)c3ccc(Cl)nc3)[C@@H](C)C2)c1
-19 | Cc1nn(C)c(C)c1NC(=O)CN1N=C(c2ccccc2)Cn2c(cc3sccc32)C1=O
-27 | Cc1nn2c(NCCO)c3c(nc2c1-c1ccccc1)CCCC3
-14 | CCc1nn(CC(=O)NCc2ccco2)c(=O)c2cc3sccc3n12
-20 | Cc1sc2nc(C3CC3)n(C3CCN(CC(=O)N4CCCCC4C)CC3)c(=O)c2c1C (stereo unspecified)
-2 | C=CCn1c2cc(C)oc2c2cnn(CC(=O)N(Cc3ccccn3)C3CC3)c(=O)c21
14 | COc1ccc(C(NC(=O)C(C)C)c2nccn2C)cc1OC (stereo unspecified)
14 | Cc1sc2nc(C3CCCN(C(=O)Cc4cccc(F)c4)C3)[nH]c(=O)c2c1C (stereo unspecified)
4 | Cc1ccnn1CCC(=O)N[C@H](Cn1nc(-c2ccc(F)c(F)c2)ccc1=O)C(C)C
-1 | O=C1NC2(CCN(C(=O)c3cccnc3)CC2)Oc2ccccc21
-11 | O=C(c1cc(-c2cccs2)on1)N1CCC[C@H]1[C@H](O)c1nccs1
-12 | O=C1NC(CC(=O)N2CCc3c(nc(N4CCCC4)[nH]c3=O)C2)c2ccccc21 (stereo unspecified)
-13 | COc1ccc(-c2c(C)nn3c(NCCO)c4c(nc23)CCCC4)cc1
-2 | O=C(Cc1ccccc1F)N1CCc2c(nc(N3CCCC3)[nH]c2=O)C1
-54 | COc1ccc(CCNC(=O)[C@H]2C[C@@H](c3ccco3)NS(=O)(=O)N2C)cc1OC
-11 | CC(C)(C)C(=O)N1CCC(c2nc3sc4c(c3c(=O)[nH]2)CCCC4)CC1
-30 | CC1Cc2ccccc2N1C(=O)Cn1nc(-c2cccnc2)oc1=O (stereo unspecified)
11 | CCc1nc2ccccc2n1C(C)C(=O)N1CCC2(CC1)NC(=O)c1ccccc1N2 (stereo unspecified)
-21 | CCc1nn(Cn2nnc3ccccc32)c(=O)c2cc3sccc3n12
-42 | COCc1ccc(C(=O)N2CCC[C@H]2[C@H](O)c2nc3ccccc3s2)o1
-10 | CCc1nn(CC(=O)NCCN(CC)CC)c(=O)c2cc3ccsc3n12
-21 | Cc1cc(C(C)(C)C)oc1C(=O)N1CCC2(CC1)NC(=O)c1ccccc1O2
-24 | Cc1nn2c(N(C)CCO)c3c(nc2c1-c1cccs1)CCC3
7 | Cc1cc(-c2cncnc2C2CCCN(Cc3ccncc3)C2)on1 (stereo unspecified)
-17 | CC(C(=O)N1C2CCC1CC(O)(c1ccco1)C2)c1ccccc1 (stereo unspecified)
-4 | CC(C)[C@H](Cn1nnc2ccccc21)NC(=O)c1ccccn1
-32 | O=C(c1cccs1)N1CCC(Cn2nc(-c3ccco3)ccc2=O)CC1
-23 | CCn1c(N2CCC(C(=O)NCc3ccccc3OC)CC2)nc2ccccc21
7 | Cc1cc2c(cc3c(=O)n(CC(=O)NCc4ccncc4)nc(C)n32)s1
-4 | CC(C)(C)C(=O)N1CCCC(c2ncncc2-c2ccncc2)C1 (stereo unspecified)
-90 | O=C(CN1CCC(c2ccc3c(c2)OCO3)CC1)Nc1ccccc1Cl
-2 | CC1CN(c2nc3c(c(=O)[nH]2)CCN(Cc2ccc(F)cc2)C3)CC(C)O1 (stereo unspecified)
-14 | Cc1cc2c(cc3c(=O)n(CC(=O)NC4CCC4)nc(C)n32)s1
16 | O=C(C1CCCCC1)N1CCC[C@H]1Cn1nc(-c2ccc3c(c2)OCO3)ccc1=O
2 | CN(C(=O)C1(c2ccc(Cl)cc2)CC1)c1nc2c(s1)CCc1occc1-2

New compounds follow
EP2 mod | SMILES
-21 | CC(C)Cc1cc(C(=O)N2CCC(n3nnc4cccnc43)CC2)c2ccccc2n1
63* | CCn1c(N2CCC(C(=O)NC3CCCC3)CC2)nc2ccccc21
-54 | COCc1ccc(C(=O)N2CCC[C@H]2[C@H](O)c2nc3ccccc3s2)s1
-30 | O=C(NCCn1nc(-c2ccco2)ccc1=O)c1ccco1
-69 | CC(C)(C)c1ccc2c(c1)OCC(C(=O)N1CCC(c3ccncc3)CC1)O2 (stereo unspecified)
-43 | CCn1c(N2CCC(C(=O)NC(C)c3cccs3)CC2)nc2ccccc21 (stereo unspecified)
-37 | C=CCn1c2cc(C)sc2c2cnn(CC(=O)N3CCCC(C)C3)c(=O)c21 (stereo unspecified)
-21 | Cc1cc(-c2cn[nH]c2C2CCCN(C(=O)Cc3ccc(F)cc3)C2)on1 (stereo unspecified)
5 | O=C(c1cccs1)N1CCc2c(nc(N3CCCC3)[nH]c2=O)C1
-25 | C=CCn1c2cc(C)oc2c2cnn(CC(=O)NCCOC=C)c(=O)c21
-9 | CC[C@H](Cn1ncc2ccccc2c1=O)NC(=O)c1ccc2c(c1)OCO2
5 | COc1ccc(C2=NN(CC(=O)N3CCCC3)C(=O)c3cc4sccc4n3C2)cc1
-18 | CCN(CC)C(=O)CN1CCCC(c2ncncc2-c2ccncc2)C1 (stereo unspecified)
-19 | Cc1cc(C(F)F)n2ncc(C(=O)N3CCCC(c4ncncc4-c4ccncc4)C3)c2n1 (stereo unspecified)
-4 | COc1ccc(C(NC(=O)c2cccnc2Cl)c2nccn2C)cc1 (stereo unspecified)
1 | CCc1nc2ccccc2n1CC(=O)N1CCCC(c2nc(-c3cccnc3)n[nH]2)C1 (stereo unspecified)
-54 | COc1ccc(CCNc2c(-c3ccc(F)cc3)nc3cnccn23)cc1OC
7 | COCCNC(=O)Cn1nc2c(C)cc3ccc(OC)cc3n2c1=O
-20 | Cc1ncc(-c2ccncc2)c(C2CCCN(C(=O)c3nsc(Cl)c3Cl)C2)n1 (stereo unspecified)
-41 | Cc1nn(C)cc1CN1CCc2c(nc(N3CC(C)OC(C)C3)[nH]c2=O)C1 (stereo unspecified)
-60 | Cc1nc2c(-c3ccc(F)cc3)c(C)nn2c(NCCN(C)C)c1C

Gathered by group, the compounds so far containing a furan ring, fused or not
EP2 mod | SMILES
-21 | Cc1nn(CC(=O)N(C)CCCc2ccco2)c(=O)c2cc3occc3n12
-34 | O=C(Cc1cccc(F)c1)N1CCC(n2nc(-c3ccco3)ccc2=O)CC1
-41 | C[C@@H]1CN(Cc2ccco2)CCN1C(=O)c1cnccn1
-58 | CCn1c2cc(C)oc2c2cnn(CC(=O)NC(C)c3ccccn3)c(=O)c21 (stereo unspecified)
1 | C=COCCNC(=O)Cn1ncc2c3oc(C)cc3n(C(C)C)c2c1=O
-21 | O=C(c1ccc(CN2CCCCC2)o1)N1CCC(c2[nH]ncc2-c2ccncc2)CC1
-14 | CCc1nn(CC(=O)NCc2ccco2)c(=O)c2cc3sccc3n12
-2 | C=CCn1c2cc(C)oc2c2cnn(CC(=O)N(Cc3ccccn3)C3CC3)c(=O)c21
-54 | COc1ccc(CCNC(=O)[C@H]2C[C@@H](c3ccco3)NS(=O)(=O)N2C)cc1OC
-42 | COCc1ccc(C(=O)N2CCC[C@H]2[C@H](O)c2nc3ccccc3s2)o1
-21 | Cc1cc(C(C)(C)C)oc1C(=O)N1CCC2(CC1)NC(=O)c1ccccc1O2
-17 | CC(C(=O)N1C2CCC1CC(O)(c1ccco1)C2)c1ccccc1 (stereo unspecified)
-32 | O=C(c1cccs1)N1CCC(Cn2nc(-c3ccco3)ccc2=O)CC1
2 | CN(C(=O)C1(c2ccc(Cl)cc2)CC1)c1nc2c(s1)CCc1occc1-2
-30 | O=C(NCCn1nc(-c2ccco2)ccc1=O)c1ccco1
-25 | C=CCn1c2cc(C)oc2c2cnn(CC(=O)NCCOC=C)c(=O)c21

An excerpt; rates above refer to the full screens.
